Source: PubChem
DDE Tn7 FP inh: disrupts Tn7 cyclic peptide binding to fibrin D-Dimer-E complex | P02675 | FP displacement of FITC-Tn7 peptide from fibrin DD(E); 0% = median of compound wells per plate | inhibition, % at 8.3 µM | 0.13% of 370,000 active;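 active = inhibition above the mean of compounds falling within the control limits plus 3 SD of them, cut at about 14% in these data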;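 also: 0% = plate median of compound wells and 100% = 10 µM Aha-Tn7 peptide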
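Assay system: Human fibrin DD(E) protein | Medium: Tris buffer with calcium and detergent, pH 7.8 | Reagent: 0.1 µM fluorescent Tn7 | Compound dosing: Single point at 8.3 µM | Times: 10 min preincubation, 3 h with tracer, room temperature | Detection: Fluorescence polarization of the labelled Tn7 tracer | Controls: Aha-Tn7 high control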
ADAM10 inh: inhibitors of human ADAM10; recombinant ADAM10, EDANS/DABCYL FRET peptide cleavage, 3 h; inhibition, % at 7 µM; 0.62% of 370,000 active; AID 720582;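 active = inhibition above a per-campaign cutoff equal to the mean of compounds falling between control-based bounds plus 3 SD, cut at about 20% in these data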;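 also: 0% = DMSO wells while the 100% control is not disclosed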
Target sequence (O14672 214-748 limits assumed): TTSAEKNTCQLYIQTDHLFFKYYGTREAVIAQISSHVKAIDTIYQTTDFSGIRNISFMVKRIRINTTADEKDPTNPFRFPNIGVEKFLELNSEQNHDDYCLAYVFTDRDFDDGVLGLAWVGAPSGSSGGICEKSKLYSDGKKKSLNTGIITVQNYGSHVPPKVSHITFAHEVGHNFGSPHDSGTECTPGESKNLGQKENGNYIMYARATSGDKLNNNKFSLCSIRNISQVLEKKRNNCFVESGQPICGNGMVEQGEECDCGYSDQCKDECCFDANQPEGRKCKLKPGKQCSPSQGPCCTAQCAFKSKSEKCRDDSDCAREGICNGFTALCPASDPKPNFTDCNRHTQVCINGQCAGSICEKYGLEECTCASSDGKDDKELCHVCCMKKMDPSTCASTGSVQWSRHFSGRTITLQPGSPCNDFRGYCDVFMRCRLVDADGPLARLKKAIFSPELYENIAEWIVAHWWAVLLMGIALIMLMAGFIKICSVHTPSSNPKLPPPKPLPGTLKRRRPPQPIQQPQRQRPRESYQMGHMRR
KLK7 zymogen act: activators of human kallikrein-7 zymogen | P49862 | activation, % at 7 µM | AID 652039 | purified proKLK7, EDANS-DABCYL substrate fluorescence; 100% is mature enzyme control, 0% vehicle | 0.9% of 370,000 active;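 active = activation above the mean of all tested compounds plus 3 SD, computed per campaign excluding outliers beyond control limits, cut at about 13% in these data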
ARFGAP1 inh: rat ARFGAP1 inhibition | Q62848 | Arfgap1-stimulated ARF1 GTP hydrolysis, GDP FP detection | inhibition, % at 16.5 µM | 0.26% of 360,000 active;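 active = inhibition above a per-plate limit, mean inhibition of low control wells plus 3 SD, cut at about 25% in these data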;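 also: 0% = DMSO wells with enzyme and 100% = wells lacking Arfgap1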
Target sequence (Q62848 1-136 limits assumed): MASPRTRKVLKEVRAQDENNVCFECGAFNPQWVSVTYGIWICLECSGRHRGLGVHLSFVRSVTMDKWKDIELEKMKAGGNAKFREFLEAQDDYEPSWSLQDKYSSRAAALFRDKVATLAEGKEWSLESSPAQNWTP
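Assay system: Rat Arfgap1 GAP domain (His6, aa 1-136), purified enzyme | Buffer or medium: HEPES 25 mM pH 7.5, NaCl 150 mM, MgCl2, DTT | Schedule: GTP hydrolysis reaction 2 h at 25 °C | Signal: FP of antibody-bound GDP Alexa 633 tracer, ex 620/em 688 nm | Measure: Percent inhibition of Arfgap1-stimulated GTP hydrolysis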
ASAP1 inh: inhibitors of human ASAP1 ArfGAP activity; Q9ULH1; AID 624377; inhibition, % at 16.5 µM; ASAP1-stimulated ARF1 GTP hydrolysis, GDP FP detection; 0.19% of 360,000 active; in the data active = inhibition above about 25%;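 also: 0% = vehicle with enzyme and substrate and 100% = no enzyme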
TDP2 absorb: TDP2 (human) inhibition, absorbance primary screen; O95551; recombinant TDP2, T5PNP hydrolysis, p-nitrophenol absorbance 415 nm; inhibition, % at 12.8 µM; 0.34% of 370,000 active; AID 720702;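 active = inhibition above the mean of all tested compounds plus 3 SD, set per campaign, cut at about 25% in these data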;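 also: 0% = DMSO with enzyme and 100% = buffer with substrate but no TDP2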
Target sequence (O95551 whole entry, looked up): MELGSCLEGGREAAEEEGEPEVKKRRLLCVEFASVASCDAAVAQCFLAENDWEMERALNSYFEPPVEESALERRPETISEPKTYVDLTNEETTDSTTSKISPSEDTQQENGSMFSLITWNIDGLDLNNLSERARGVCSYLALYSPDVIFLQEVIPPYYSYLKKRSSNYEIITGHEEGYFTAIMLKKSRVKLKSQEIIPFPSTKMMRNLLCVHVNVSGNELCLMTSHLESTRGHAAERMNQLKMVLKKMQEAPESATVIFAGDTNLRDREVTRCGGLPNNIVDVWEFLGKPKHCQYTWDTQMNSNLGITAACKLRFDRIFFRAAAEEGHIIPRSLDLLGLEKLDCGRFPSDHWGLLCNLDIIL
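test system = human TDP2 enzyme | input = TDP2 enzyme at 120 nM final | medium = 50 mM Tris-HCl pH 7.5 with Mg2+, KCl, DTT, BSA | also added = T5PNP substrate, 5 mM | times = 2 h at 37 °C | technique = epi absorbance | benchmarks = high control without enzyme, low control DMSO plus TDP2 | replication = each compound tested once, singlicate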
PLC-gamma1 inh: inhibitors of human phospholipase C gamma1; P19174; purified PLC-gamma1, fluorogenic substrate, fluorescence; inhibition, % at 12.2 µM; 0.84% of 370,000 active; AID 720700; in the data active = inhibition above about 9.5%
DDE Tn6 FP inh: disrupts Tn6 cyclic peptide binding to fibrin D-Dimer-E complex; Fibrin DD(E) TRITC-Tn6 fluorescence polarization displacement; 0.21% of 370,000 active; AID 720509; inhibition, % at 8.3 µM;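 active = inhibition above a per-campaign cutoff: mean of compounds within control limits plus 3 SD, cut at about 15% in these data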;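 also: 0% = median of all compound wells on the plate and 100% = blocking peptide control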
ADAM17 inh: ADAM17 inhibition, QFRET primary screen. recombinant ADAM17, EDANS/DABCYL FRET peptide cleavage. inhibition, % at 6.95 µM. 0.83% of 370,000 active;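 active = inhibition above the mean of compounds lying between control limits plus 3 SD, set per campaign, cut at about 8.5% in these data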;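 also: 0% = DMSO-only wells as the low control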
LEDGF integ inh: blocks HIV-1 LEDGF/p75-dependent DNA integration; TR-FRET IN-LEDGF/p75 DNA integration, Eu/Cy5; inhibition, % at 3.7 µM; 0.64% of 370,000 active; AID 743269;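 active = inhibition above the screen-wide mean plus 3 SD, cut at about 13% in these data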;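 also: signal is the Cy5 over europium emission ratio at 671 and 618 nm; 0% = plate median of compound wells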
* hit, by the source's call.

The opening 2 entries (preview)
SMILES	DDE Tn7 FP inh	ADAM10 inh	KLK7 zymogen act	ARFGAP1 inh	ASAP1 inh	TDP2 absorb	PLC-gamma1 inh	DDE Tn6 FP inh	ADAM17 inh	LEDGF integ inh
CCCCn1nnnc1-c1nc2ccccc2[nH]c1=O	11	-431	-7.5	-1	-1	6	-209	9	-121	1
O=C(NC1CCCC1)C(c1cccs1)N(C(=O)c1ccco1)c1ccc2c(c1)OCO2 (stereo unspecified)	-6	-8	-0.1	10	3	5	0	3	-5	1

The listing, from the start:
SMILES	DDE Tn7 FP inh	ADAM10 inh	KLK7 zymogen act	ARFGAP1 inh	ASAP1 inh	TDP2 absorb	PLC-gamma1 inh	DDE Tn6 FP inh	ADAM17 inh	LEDGF integ inh
CCCCn1nnnc1-c1nc2ccccc2[nH]c1=O	11	-431	-7.5	-1	-1	6	-209	9	-121	1
O=C(NC1CCCC1)C(c1cccs1)N(C(=O)c1ccco1)c1ccc2c(c1)OCO2 (stereo unspecified)	-6	-8	-0.1	10	3	5	0	3	-5	1
Cn1c(=O)c2cc3c(nc2n(C)c1=O)CC(c1ccccc1)CC3=O (stereo unspecified)	-4	-4	0.4	14	10	4	-1	0	-2	4
CC12CN3CC(C)(CN(C1)C3c1ccc(Br)cc1O)C2 (stereo unspecified)	6	-5	0.5	1	8	5	-1	5	-5	4
O=C(NCCO)Nc1ccc(Cl)cc1	0	-3	0.4	9	10	-3	0	-3	-5	1
COc1ccc2cc(CO)n(C)c2c1	0	-4	-0.5	4	7	13	-26	-5	-3	0
CC(OC(=O)CCOc1ccccc1)C(=O)Nc1ccc(Cl)cn1 (stereo unspecified)	2	3	0.0	2	0	1	0	-7	0	0
CCOc1ccc(C(=O)OCC(=O)N2CC(C)OC(C)C2)cc1OCC (stereo unspecified)	-9	-3	0.0	4	-4	0	-2	-2	0	-1
COCCn1c(C)cc(C(=O)COC(=O)/C=C/c2cccc(OC)c2)c1C	-3	-27	-0.5	14	5	-1	-18	-1	-7	8
COC(=O)c1nn(-c2ccccc2)c(Sc2ccc(Br)cc2)c1/C=N/O	-1	4	-0.6	8	-3	-9	1	-11	11*	4
O=C(CC1CC2CCC1C2)N1CCN(S(=O)(=O)c2ccccc2F)CC1 (stereo unspecified)	1	-5	0.4	3	-3	8	0	7	-3	-3
CC1(C(=O)NCCCN2CCOCC2)Oc2cccnc2NC1=O (stereo unspecified)	-6	4	-0.4	7	-3	-18	0	6	1	7
COc1ccc(CN2CCC(n3nccc3NC(=O)CCOc3ccccc3)CC2)cc1C	-4	-11	0.1	-8	16	-1	3	2	-1	4
CC(=O)C1=C(O)C(=O)N(Cc2ccco2)C1c1ccc2c(c1)OCO2 (stereo unspecified)	4	-1	0.6	-7	10	0	-1	4	-1	3
Cc1ccccc1N1CCN(C(=O)c2ccccc2NC(=O)C2CC=CCC2C(=O)O)CC1 (stereo unspecified)	-1	-4	0.2	-4	7	-19	3	-4	0	-3
CCOc1cc2[nH]c(=S)n(C3CCN(Cc4ccccc4)CC3)c(=O)c2cc1OCC	-5	5	0.6	1	2	12	3	6	-1	6
Cc1c(C(=O)OCC(=O)Nc2ccc(N3CCOCC3)cc2)oc2ccccc12	-5	2	-0.5	-6	-6	-2	-1	6	-1	-1
O=C(N/N=C/c1ccccc1)c1cc(=O)[nH]c2ccccc12	2	-36	-0.4	5	-3	-4	-23	6	-11	-2
Cc1nn(Cc2ccccc2)c2c1C(c1ccc(Cl)cc1)C(C#N)=C(N)O2 (stereo unspecified)	-15	-5	0.7	6	0	10	0	-13	4	-4
CCC(c1nnnn1C(C)(C)C)N1CCN(Cc2ccccc2OC)CC1 (stereo unspecified)	5	-4	0.2	5	0	-7	-1	-2	-2	-8
CN1N=C(C(C)(C)C)CSC1=Nc1ccccc1	-4	6	0.1	-8	6	-8	-1	3	-3	1
COC(=O)c1c(-n2c(C)cc(C=O)c2C)sc2c1CCCC2	-9	-7	0.9	-4	14	-10	-11	-2	0	5
CC[C@@H]1CC2=C(C(=O)OC(C)(C)O2)[C@H](c2ccc(Cl)cc2)O1	-5	-3	-0.4	5	12	-1	-2	-2	-3	1
NC(=S)N1N=C(c2ccccc2)CC1=O	-2	-3	-0.3	-1	-14	11	0	-2	-2	2
CCC(CC)c1nnc(NC(=O)C2CC(=O)N(CCc3ccc(F)cc3)C2)s1 (stereo unspecified)	6	-3	0.2	3	-8	-14	0	1	-1	0

Remaining list, next part
SMILES	DDE Tn7 FP inh	ADAM10 inh	KLK7 zymogen act	ARFGAP1 inh	ASAP1 inh	TDP2 absorb	PLC-gamma1 inh	DDE Tn6 FP inh	ADAM17 inh	LEDGF integ inh
O=C(c1cc(COc2cccc3cccnc23)on1)N1CCC[C@H]1CO	-5	-15	1.3	12	-13	-6	-21	-3	-3	6
Nc1ccc(S(=O)(=O)N2CCCc3ccccc32)cc1	4	24*	-0.1	-5	6	-20	5	0	4	5
Cn1c(C(=O)N2CCCc3ccccc32)cc2sccc21	2	2	-0.1	-9	-6	8	-9	4	-1	-1
O=C(Nc1nnc(CCS(=O)(=O)c2ccc(Br)cc2)s1)c1ccc([N+](=O)[O-])cc1	4	8	-0.4	-4	-2	7	-2	0	-3	-1
CCCC(=O)Nc1c2c(nn1-c1ccccc1)CSC2	0	10	0.3	14	7	1	1	-2	-2	4
Cc1csc(CN(C)C(=O)C2CCC(=O)N(CCN(C)C)C2)n1 (stereo unspecified)	0	-1	0.4	-14	-4	11	-3	8	-2	1
COc1ccc(N(CC(=O)Nc2c(C)n(C)n(-c3ccccc3)c2=O)S(=O)(=O)c2ccccc2)cc1OC	5	-4	-0.6	-8	-6	1	-2	9	-4	0
COc1ccccc1CNC(=O)C(=O)c1cn(CC(=O)N2CCCCC2)c2ccccc12	0	-1	-0.2	-4	-13	-5	2	3	5	4
CCCOc1ccc(F)cc1-c1cc(C(=O)Nc2ccc(OC)c(OC)c2)[nH]n1	4	15	0.0	8	11	-8	0	-1	2	2
C[C@](N)(Cc1ccc(O)c(O)c1)C(=O)O	-2	-2	5.5	3	0	5	4	-8	-2	60*
CCC1CN(C(=O)NCc2cccc(OC)c2)c2cc(Cl)ccc2O1 (stereo unspecified)	-2	1	0.1	-4	5	3	1	-1	0	3
CC1(C)NC(=O)N(CC(O)COc2ccccc2C(=O)Nc2ccccc2)C1=O (stereo unspecified)	1	-9	0.4	6	5	3	0	-4	-6	0
N#CCCN(C(=S)Nc1ccc(S(=O)(=O)N2CCOCC2)cc1)c1ccccc1F	1	-9	-0.3	14	-11	11	4	1	-1	-8
COc1cccc(NC(=O)CN(c2cccc(OC)c2)S(C)(=O)=O)c1	-1	-3	0.8	16	-9	-2	1	0	-2	-7
CCCCN(C(=O)CN1C(=O)C2CCCCC2C1=O)c1c(N)n(Cc2ccccc2)c(=O)[nH]c1=O (stereo unspecified)	-5	-6	0.5	16	4	15	1	2	-2	5
COc1ccc(/C=N/Nc2nnc(-c3ccccc3)c(=O)[nH]2)cc1	2	-3	-0.3	-1	-6	-11	-1	1	8	-1
Fc1cccc(Cc2c(-c3cccc(Cl)c3)nc3c4ccccc4ccn23)c1	-5	-8	0.5	2	-5	2	-4	4	0	-2
O=C(Nc1nc(NC(=O)c2ccco2)n(-c2ccccc2)n1)c1ccccc1	5	-72	0.0	5	-1	-9	-21	-13	-13	-1
COc1ccc(-n2nc3c(c2NC(=O)CC(C)C)CS(=O)C3)cc1 (stereo unspecified)	-5	2	0.1	7	2	-5	3	0	-3	1
CC(C)C(N)c1csc(Nc2ccc(S(C)(=O)=O)cc2)n1 (stereo unspecified)	6	-14	0.1	16	-9	-4	-1	3	-3	-1
Cc1cc(C(=O)NNC(=O)Nc2ccccc2)no1	6	-4	0.3	2	-3	0	3	-3	-6	-1
Cc1cc(N2CCOCC2)nc(-c2ccc(Br)cc2)n1	4	5	0.4	-3	2	7	-1	11	3	0
Cc1cnc(C(=O)Nc2cc(S(=O)(=O)N3CCOCC3)ccc2N2CCN(C)CC2)cn1	5	2	-0.3	-2	-16	12	0	9	0	-2
Cc1ccc(S(=O)(=O)N(C)C)cc1NS(=O)(=O)c1ccc(Cl)s1	2	-2	0.4	-15	1	7	1	-1	-1	-1
O=C(NNc1cc(Cl)cc(Cl)c1)C1CCC1	3	3	-0.5	1	2	8	2	-3	-1	1
CCc1ccc(N2C(=O)c3ccc4c5c(ccc(c35)C2=O)CC4)cc1	4	-197	-1.2	-7	-4	-1	-13	-3	-47	-2

11 compounds out of the list, arranged by count of non-hydrogen atoms, ascending:
SMILES	DDE Tn7 FP inh	ADAM10 inh	KLK7 zymogen act	ARFGAP1 inh	ASAP1 inh	TDP2 absorb	PLC-gamma1 inh	DDE Tn6 FP inh	ADAM17 inh	LEDGF integ inh
C[C@](N)(Cc1ccc(O)c(O)c1)C(=O)O	-2	-2	5.5	3	0	5	4	-8	-2	60*
Cc1cc(N2CCOCC2)nc(-c2ccc(Br)cc2)n1	4	5	0.4	-3	2	7	-1	11	3	0
CC(C)C(N)c1csc(Nc2ccc(S(C)(=O)=O)cc2)n1 (stereo unspecified)	6	-14	0.1	16	-9	-4	-1	3	-3	-1
Cc1csc(CN(C)C(=O)C2CCC(=O)N(CCN(C)C)C2)n1 (stereo unspecified)	0	-1	0.4	-14	-4	11	-3	8	-2	1
COc1ccc(/C=N/Nc2nnc(-c3ccccc3)c(=O)[nH]2)cc1	2	-3	-0.3	-1	-6	-11	-1	1	8	-1
COc1cccc(NC(=O)CN(c2cccc(OC)c2)S(C)(=O)=O)c1	-1	-3	0.8	16	-9	-2	1	0	-2	-7
O=C(c1cc(COc2cccc3cccnc23)on1)N1CCC[C@H]1CO	-5	-15	1.3	12	-13	-6	-21	-3	-3	6
Fc1cccc(Cc2c(-c3cccc(Cl)c3)nc3c4ccccc4ccn23)c1	-5	-8	0.5	2	-5	2	-4	4	0	-2
CC1(C)NC(=O)N(CC(O)COc2ccccc2C(=O)Nc2ccccc2)C1=O (stereo unspecified)	1	-9	0.4	6	5	3	0	-4	-6	0
Cc1cnc(C(=O)Nc2cc(S(=O)(=O)N3CCOCC3)ccc2N2CCN(C)CC2)cn1	5	2	-0.3	-2	-16	12	0	9	0	-2
CCCCN(C(=O)CN1C(=O)C2CCCCC2C1=O)c1c(N)n(Cc2ccccc2)c(=O)[nH]c1=O (stereo unspecified)	-5	-6	0.5	16	4	15	1	2	-2	5
